Compound activity from PubChem.
TSG101-PTAP inh – blocks PTAP/TSG101 interaction to inhibit HIV-1 budding; Q99816; Fluorescence polarization, FITC-PTAP peptide / Tsg101 binding; Potency, µM (doses to about 115 µM), inactives show at the highest dose activity change, negative = inhibition, actives largely listed as inhibitors; 340,000 tested, under 10 active; AID 493005; active means well fitted inhibition curve with a large enough effect in the main read-out, with a control signal flat, not every such curve was filed as active; inconclusive means small, poorly fitted or top-dose-only effect, or effect the other way, or a change in a side signal; inactive means no such curve, though single readings can be large or run the other way; further: potency means the concentration at half of the fitted maximal effect; % of control where 0% means no effect
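Fluorescence polarization binding of Tsg101 binding domain (10 uM final) to FITC-labeled PTAP peptide (50 nM final) in HEPES pH 7.5 buffer with NaCl, Tween 20, EDTA, TCEP. Compounds added before peptide; binding 20 min at RT.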
Eya2 inh – blocks the phosphatase activity of human Eya2 | O00167 | recombinant Eya2, OMFP fluorescence dephosphorylation (OMFP is methylfluorescein phosphate) | Potency, µM (doses to about 76.9 µM), for the others: top-dose activity, negative = inhibition, actives largely listed as inhibitors | 330,000 tested, 0.006% active; further: potency means the concentration at half of the fitted maximal effect; on the % scale 0 is the no-effect control and ±100 the full control effect
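Eya2 (0.2 uM) preincubated 10 min at ambient with compound, then OMFP substrate added at 50 uM; 10 min reaction in 50 mM HEPES pH 7.5, 50 mM NaCl, 5 uM MgCl2, 0.05% BSA, 1 mM DTT. Fluorescence read at Ex 485/Em 525 nm.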
Tb PFK block – blocks T. brucei phosphofructokinase | O15648 | T. brucei PFK, ADP-Glo luminescence | Potency, µM (series often up to 57.5 µM), without a hit: at the highest dose activity, negative = inhibition, usual class: inhibitors | 330,000 tested, 0.17% active;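 further: potency means the concentration at half of the fitted maximal effect; 0% = uninhibited 1x PFK enzyme wells and -100% = no-enzyme wells; nearly all actives have a fitted effect of over 60% in size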
Target sequence (O15648 whole entry, looked up): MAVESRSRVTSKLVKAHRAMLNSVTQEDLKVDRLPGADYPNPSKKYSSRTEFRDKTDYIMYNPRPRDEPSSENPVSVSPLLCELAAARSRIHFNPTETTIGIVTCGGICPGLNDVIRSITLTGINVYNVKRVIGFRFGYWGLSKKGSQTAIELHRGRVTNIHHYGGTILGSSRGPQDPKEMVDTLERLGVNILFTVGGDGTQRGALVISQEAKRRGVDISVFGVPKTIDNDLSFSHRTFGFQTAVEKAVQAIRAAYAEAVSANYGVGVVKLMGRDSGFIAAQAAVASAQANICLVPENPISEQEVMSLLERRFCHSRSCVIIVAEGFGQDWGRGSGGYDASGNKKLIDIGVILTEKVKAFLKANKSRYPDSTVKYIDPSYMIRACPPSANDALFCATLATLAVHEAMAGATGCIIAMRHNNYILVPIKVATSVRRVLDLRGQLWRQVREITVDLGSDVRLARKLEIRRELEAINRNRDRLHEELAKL
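Compounds were pin-transferred as a titration series up to 57 uM into substrate buffer (0.5 mM F6P, 0.1 mM ATP, pH 8.0), then 1.25 nM PFK was added and reactions ran 45 min before ADP-Glo detection.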
B2AR arrestin – agonists driving beta-arrestin recruitment to human beta2-adrenergic receptor. P07550. beta-arrestin recruitment to beta2AR, cell-based reporter. Potency, µM (doses to about 46.1 µM), for the others: at the highest dose activation, actives largely listed as activators. 330,000 tested, 0.02% active. AID 492947;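 further: potency means the concentration at half of the fitted maximal effect; 0% = DMSO controls and full agonism = EC100 isoproterenol or metaproterenol; nearly all actives have a fitted effect of over 65% in size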
uPA generation – cell surface uPA generation inhibition; cell surface uPA generation assay, qHTS; Potency, µM (series often up to 38.3 µM), without a hit: at the top dose activity change, negative = inhibition, usual class: inhibitors; 330,000 tested, 0.31% active; AID 540303; active means well fitted inhibition curve with a large enough effect; inconclusive means small, poorly fitted or top-dose-only effect; inactive means no such curve, though single readings can be large or run the other way; tested in mouse RAW 264.7 cells; further: potency means the concentration at half of the fitted maximal effect; on the % scale 0 is the no-effect control and ±100 the full control effect; nearly all actives have a fitted effect of over 55% in size
TSHR antag – antagonists of human thyroid stimulating hormone receptor; TSHR-expressing cells, TSH-stimulated cAMP HTRF, 2 h; active compounds read low; activity change, negative = inhibition, % at 11.5 µM; 330,000 tested, 0.2% active; AID 504810;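 active means activity change below a set negative limit, meaning inhibition stronger than a set level, cut at about -70% in these data; inconclusive means activity change between two set negative limits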; further: on the % scale 0 is the no-effect control and ±100 the full control effect
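Freshly harvested TSHR cells receive pin-tooled compound, then EC80 TSH at 4nM final. After 2 hours at 37 deg C, antibody in lysis buffer and cAMP-d2 are added; 30 minutes at ambient temperature precede the HTRF read.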
BCR signal inh – inhibitors of chronic active B-cell receptor signaling | Potency, µM (series often up to 46.1 µM), inactives show top-dose ratio change, negative = lower green/red ratio, hits mostly inhibitors | 340,000 tested, 0.05% active | ABC-DLBCL IkBa-CBG/CBR reporter, luminescence ratio, 4 h | AID 493014; active means well fitted inhibition curve with a large enough effect in the signal ratio, with a control signal flat, not every such curve was filed as active; inconclusive means small, poorly fitted or top-dose-only effect, or effect the other way, or a change in a side signal; the % refers to the signal ratio;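 further: potency means the concentration at half of the fitted maximal effect; plate controls were basal doxycycline-induced cells for no effect and cells given 10 µM MG132 for full effect; MG132 reads +100%, hits lower the ratio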
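TMD8 ABC-DLBCL cells carrying doxycycline-inducible green luciferase fused to IkappaBalpha plus unfused red luciferase were exposed to compounds (up to 46 uM) for 4 hrs at 37C. Activity came from the overlap-corrected green/red luminescence ratio.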
TCR activator – activates T cell receptor signaling; primary human leukocytes, anti-CD3, IL-2 HTRF, 48 h; Potency, µM (series often up to 9.22 µM), inactives show at the top dose activation of IL-2 secretion, hits mostly activators; 330,000 tested, under 10 active; AID 504894; further: % of control where 0% means no effect
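Compounds are tested in HTS on primary human leukocytes co-incubated with a-CD3 beads for 48 hr. IL-2 output is measured by time-resolved FRET.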
USP2a inh – blocks human ubiquitin-specific protease USP2a. AID 463254. Potency, µM (series often up to 38.3 µM), for the others: top-dose activity change, negative = inhibition, usual class: inhibitors. USP2 core, Ub-CHOP2 coupled fluorogenic reporter, 485/531. O75604. 330,000 tested, 0.01% active;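 further: potency means the concentration at half of the fitted maximal effect; plate controls were DMSO wells for no effect and full inhibition by NEM control for full effect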
Target sequence (O75604 whole entry, looked up): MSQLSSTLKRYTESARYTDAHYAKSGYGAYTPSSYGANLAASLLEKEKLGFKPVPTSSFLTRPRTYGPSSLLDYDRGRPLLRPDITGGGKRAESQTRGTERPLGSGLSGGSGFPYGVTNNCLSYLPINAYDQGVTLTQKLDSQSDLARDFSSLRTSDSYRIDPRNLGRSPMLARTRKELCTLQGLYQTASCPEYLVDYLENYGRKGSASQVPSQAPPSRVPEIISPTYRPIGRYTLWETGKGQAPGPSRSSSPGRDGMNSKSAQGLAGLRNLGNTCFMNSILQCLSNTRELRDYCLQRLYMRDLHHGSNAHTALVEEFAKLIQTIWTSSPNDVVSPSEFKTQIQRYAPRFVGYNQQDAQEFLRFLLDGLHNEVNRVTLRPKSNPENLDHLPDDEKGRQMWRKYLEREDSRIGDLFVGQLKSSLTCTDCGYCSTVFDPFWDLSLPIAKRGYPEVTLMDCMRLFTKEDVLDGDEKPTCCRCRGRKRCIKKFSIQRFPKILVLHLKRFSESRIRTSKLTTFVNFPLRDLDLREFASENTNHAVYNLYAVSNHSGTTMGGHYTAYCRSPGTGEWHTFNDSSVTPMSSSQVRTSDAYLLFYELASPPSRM
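Deubiquitinase activity read as fluorescence (485/531 nm) after Ub-CHOP2 cleavage activates the enterokinase reporter on its substrate; USP2 core 10nM, Ub-CHOP2 and substrate 25nM each, 30min compound preincubation then 60min RT; data normalized to NEM, curves fitted.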
ELG1 DNA repair – ELG1-dependent DNA repair inhibition; HEK293T ELG1-luciferase reporter, luminescence, 16 h; DNA damage induced by 5-fluorouridine; Potency, µM (top dose mostly 46.1 µM), for inactives: at the highest dose activity change, negative = inhibition, usual class: inhibitors; 330,000 tested, 2.3% active; further: potency means the concentration at half of the fitted maximal effect; on the % scale 0 is the no-effect control and ±100 the full control effect; nearly all actives have a fitted effect of over 55% in size
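Reporter activity after DNA damage by 5-fluorouridine is monitored. Compound-treated cells incubate 16 hr at 37 °C, then ONE-Glo is added for 30 min before luminescence reading.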
Mito fusion act – mitochondrial division inhibition or fusion activation; 320,000 tested, 0.23% active; S. cerevisiae fusion-defective mutant growth rescue, CellTiterGlo 48 h; Potency, µM (titrated, usually from 46.1 µM), without a hit: at the top dose growth rescue (activation), actives largely listed as activators;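 further: potency means the concentration at half of the fitted maximal effect; % of control where 0% means no effect; nearly all actives have a fitted effect of over 45% in size; temperature-sensitive fusion mutants such as fzo1-1 at 37 °C on non-fermentable ethanol glycerol medium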
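Yeast fusion mutant, YPEG (non-fermentable carbon), compound, 48 h at 37C non-permissive; CellTiterGlo added, 10 min RT, luminescence read. Rescued growth = division inhibition.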
* = called active by the depositor; ? = inconclusive; / = not tested or not shown; [ ] = dose if it differs, or a comment. Unless noted, the call rests on the fitted dose curve; in most records, active means well fitted curve in the direction sought with a large enough effect; inconclusive means small, poorly fitted or top-dose-only effect, or another doubt; inactive means no such curve, though single readings can be large; an effect the other way counts as inactive or inconclusive.

Values run as follows: TSG101-PTAP inh	Eya2 inh	Tb PFK block	B2AR arrestin	uPA generation	TSHR antag	BCR signal inh	TCR activator	USP2a inh	ELG1 DNA repair	Mito fusion act
1: Cc1ccc(OCCC(=O)OCC(=O)NCc2ccccc2)cc1
  -6%	8%	-4%	-0.1%	1%	3	?	-4%	-5%	27%	-6%
2: C#CCSc1nnc(CSc2nc3ccccc3s2)n1-c1ccccc1
  0%	12%	-2%	-0.3%	-3%	-14	25%	-1%	-4%	?	13%
3: CCc1nn2cc(C(=O)c3ccccc3O)cnc2c1-c1ccc(F)cc1
  -1%	-2%	0%	3.2%	2%	-14	?	-5%[46.1 µM]	1%	?	16%
4: Cc1ccc(NS(=O)(=O)c2ccc(NC(=O)c3cccs3)cc2)c(C)c1
  -1%	-3%	1%	3.7%	-2%	18	?	2%[46.1 µM]	0%	-20%	6%
5: CC(C)n1ncc(N2CCOCC2)c(Cl)c1=O
  0%	5%	5%	0.0%	5%	10	2%	13%	3%	20%	1%
6: O=C(NC(=S)Nc1ncccn1)c1ccc(Cl)cc1Cl
  -2%	-1%	-5%	0.1%	-5%	-2	?	-10%	3%	?	5%
7: CC(=O)Nc1ccc(S(=O)(=O)N2CCCC3CCCCC32)cc1 (configuration not stated)
  -4%	-4%	3%	0.3%	26%	2	-5%	0%	1%	15%	-9%
8: O=C(c1noc2c1CSc1ccccc1-2)N1CCN(c2ccc(Cl)cc2)CC1
  -3%	-6%	1%	0.3%	5%	7	-6%	-1%	4%	20%	-9%
9: O=C(CSc1nc2ccccc2[nH]1)Nc1ccccc1N1CCOCC1
  -11%	-4%	3%	0.2%	-5%	-3	4%	0%	1%	-8%	9%
10: O=C(NCCc1ccco1)C(=O)NCC1OCCCN1S(=O)(=O)c1cc(F)ccc1F (configuration not stated)
  -4%	9%	0%	-0.5%	9%	-35	?	6%	0%	2%	4%
11: COCCn1c(-c2ccco2)csc1=Nc1cccnc1
  -8%	9%	1%	0.1%	/	7	?	-2%	2%	-16%	-1%
12: CCn1c(CCNS(=O)(=O)c2ccccc2Br)nnc1SC
  -1%	3%	10%	0.0%	2%	11	1%	-1%	1%	6%	4%
13: CC(Sc1ncnc2ccccc12)C(=O)Nc1ccc2c(c1)OCCO2 (configuration not stated)
  -2%	-19%	0%	-0.7%	-7%	-12	?	4%[46.1 µM]	0%	?	12%
14: Cc1ccc(NC(=O)C2CCN(S(=O)(=O)c3ccc(N4CCCC4=O)cc3)CC2)cc1Cl
  -3%	-1%	-1%	0.8%	3%	-27	9%	0%	0%	?	-2%
15: O=C(/C=C/c1cnc2ccccc2n1)NC12CC3CC(CC(C3)C1)C2
  0%	-22%	-1%	0.2%	-5%	21	28%	5%[46.1 µM]	-1%	?	10%
16: O=C(O)C1C2CC2CN1C(=O)c1ccc(Cl)cc1Cl (configuration not stated)
  -1%	8%	-1%	0.2%	0%	11	-6%	-4%	-3%	3%	3%
17: Cc1sc2nc(COC(=O)c3ccc(O)cc3)[nH]c(=O)c2c1C
  -1%	5%	1%	0.1%	3%	1	?	-2%	1%	0%	2%
18: O=C(N/N=C/c1ccc(OCc2ccccc2)cc1)c1ccc(O)cc1
  2%	8%	0%	0.3%	-5%	-11	?	-2%	3%	-3%	2%
19: COc1ccc(NS(=O)(=O)c2c(C)[nH]c(=O)[nH]c2=O)c(OC)c1
  -9%	-20%	-5%	-0.2%	/	6	4%	0%	-1%	2%	-4%
20: O=c1cc2c(n[nH]1)CCCC2
  -4%	5%	-1%	-0.8%	6%	-3	0%	10%	0%	0%	2%
21: O=C(c1ccccc1F)N1CCN(c2ccc([N+](=O)[O-])c(N3CCOCC3)c2)CC1
  -1%	-4%	-9%	0.4%	-5%	6	3%	0%	1%	0%	0%
22: C/C(=N\Nc1cc(-c2ccccc2)nc(-c2ccccc2)n1)c1ccc(O)c(C)c1
  -2%	-3%	0%	-0.6%	2%	34	?	4%[46.1 µM]	2%	?	-22%
23: C(=N\Nc1nccc(-c2cccnc2)n1)/c1ccccc1
  -3%	7%	0%	-0.3%	?	-2	?	9%	3%	?	0%
24: Cc1onc(-c2c(Cl)cccc2Cl)c1COC(=O)c1ccc(Cl)cc1
  1%	?	1%	-0.2%	-18%	-29	18%	-6%	0%	0%	-4%
25: CCOc1cc(/C=C\[N+](=O)[O-])ccc1OCC(=O)N1CCOCC1
  -7%	-7%	?	0.0%	-8%	1	2%	-3%	2%	-2%	2%
26: Cc1ccccc1CN1C(=O)/C(=C\c2ccc(C(=O)NCCN3CCOCC3)cc2)Sc2ccccc21
  -6%	-6%	3%	2.8%	-11%	7	?	-6%	-2%	?	17%
27: Cc1ccc(OCn2c(=O)sc3ccccc32)cc1
  -3%	5%	-2%	-0.3%	/	-27	?	-5%	0%	?	16%
28: CCc1ccc(OC)c(S(=O)(=O)Nc2ccccc2C)c1
  -9%	-18%	-2%	-0.1%	2%	-6	8%	0%	0%	-23%	0%
29: CCCc1nnc(SCC(=O)NC2CC2)n1C
  -1%	0%	1%	-0.4%	3%	-17	?	-2%	0%	0%	5%
30: CCOC(=O)C(C)Oc1ncnc2cccc(F)c12 (configuration not stated)
  0%	-1%	0%	-0.5%	6%	4	9%	-2%	2%	6%	-1%
31: CCc1ccc(C2CC(c3cccc(OC)c3)n3nc(N)nc3N2)cc1 (configuration not stated)
  -1%	0%	4%	0.0%	16%	8	?	0%	2%	10%	-4%
32: COc1ccc(Br)c(C(=O)NNC(=O)c2ccc(NS(=O)(=O)c3cccs3)cc2)c1
  0%	-4%	0%	-0.7%	1%	3	-12%	-2%	-1%	-3%	-4%
33: COc1ccc(OC)c(-n2c(=S)[nH]c3cc(C(=O)NCCCN4CCCC4=O)ccc3c2=O)c1
  /	10%	1%	-0.5%	/	-3	-2%	/	2%	1%	-7%
34: Cc1[nH]n(-c2ccccc2)c(=O)c1/C=N/NC(=O)c1ccc(O)cc1O
  -3%	-4%	-7%	-0.8%	12%	-12	?	4%	0%	-2%	-6%
35: C/C(=N\O)C(C)(C)NC(=O)Nc1ccc(Cl)cc1
  -7%	-6%	-4%	0.0%	2%	-10	?	-1%	-1%	4%	-1%
36: Cc1cc(C)cc(C(=O)N2CC(C)OC(C)C2)c1 (configuration not stated)
  5%	-19%	-4%	-0.1%	1%	0	-10%	4%	0%	2%	-2%
37: N#Cc1ccccc1OCC(=O)OCC(=O)NC1CCCCCC1
  -3%	7%	0%	-0.7%	6%	1	-1%	-2%	0%	11%	-3%
38: COc1ccc(C(=O)c2cc3ccc(O)cc3oc2=O)cc1
  2%	-2%	-2%	0.3%	5%	-2	-2%	0%	0%	?	0%
39: CCOC(=O)c1c(C)[nH]c(C(=O)O)c1C
  -3%	-2%[15.4 µM]	7%	0.3%	-3%	-18	0%	1%	5%	0%	8%
40: O=C(Nc1ccccc1C(F)(F)F)c1ccc(CN2CCC(Cc3ccccc3)CC2)cc1
  0%	-10%	-1%	-0.7%	-5%	11	-5%	-5%	0%	?	-11%
41: CC(=O)N1CCN(C(=O)c2oc3ccccc3c2C)CC1
  0%	-2%	1%	0.0%	-19%	34	-1%	1%	3%	12%	0%
42: NS(=O)(=O)c1ccc(CNC(=S)NCc2ccc(Cl)cc2)cc1
  -1%	3%	-10%	-1.6%	5%	36	5%	-1%[46.1 µM]	3%	-12%	-4%
43: O=S(=O)(NCC1CCN(S(=O)(=O)c2ccccc2)CC1)c1ccccc1
  -7%	3%	-5%	0.2%	2%	4	?	-1%	1%	-13%	-2%
44: CCOC(=O)CN1C(=O)CC(c2ccc([N+](=O)[O-])cc2)C1=O (configuration not stated)
  0%	5%	-8%	0.1%	9%	1	?	3%	3%	1%	0%
45: COc1ccc(/C=C/c2c([N+](=O)[O-])c(=O)n(C)c(=O)n2C)c(OC)c1
  0%	-5%	1%	0.1%	-8%	7	-1%	0%	5%	-6%	0%
